eIF4E-4G inh: eIF4E–eIF4G protein interaction inhibitors, primary screen, biochemical, uHTS, TR-FRET, eIF4GI fragment | inhibition, % at 21.7 µM | actives 0.37% (n = 220,000) | TR-FRET eIF4E-eIF4GI(517-606) binding, 2 h | Eukaryotic translation initiation factor 4E (Mus musculus) + Eukaryotic translation …;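 active = inhibition above about 30%, limit read from the data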;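 note: 0% = full FRET control wells and 100% = background wells lacking eIF4GI fragment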
14-3-3 Bad PPI: inhibitors of 14-3-3 zeta/Bad binding, primary screen, biochemical, TR-FRET, bovine 14-3-3 zeta; 14-3-3 protein zeta/delta (Bos taurus), P63103; TR-FRET 14-3-3zeta/Dy647-pBad peptide displacement, 1 h; inhibition, % at 21.7 µM; actives 0.71% (n = 220,000);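 active = inhibition above about 70%, limit read from the data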;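 note: 0% = full 14-3-3 plus peptide FRET controls and 100% = background without 14-3-3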
Target sequence (P63103 whole entry, looked up): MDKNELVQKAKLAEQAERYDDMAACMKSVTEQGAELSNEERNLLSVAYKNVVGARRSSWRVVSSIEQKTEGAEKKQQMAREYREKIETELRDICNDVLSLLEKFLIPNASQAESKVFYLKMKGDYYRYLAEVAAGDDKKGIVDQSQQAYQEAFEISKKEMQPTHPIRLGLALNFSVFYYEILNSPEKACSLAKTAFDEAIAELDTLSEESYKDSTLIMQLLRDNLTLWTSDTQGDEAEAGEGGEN
PGE2 EP2 inh: human EP2 receptor antagonists, primary screen, TR-FRET cAMP, C6 glioma cells; AID 1422, 2008; actives 0.52% (n = 260,000); C6 glioma cells expressing human EP2; cells stimulated with saturating PGE2; inhibition, % at 25 µM; Prostaglandin E2 receptor EP2 subtype (Homo sapiens), P43116;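 active = percent inhibition above 40 after rounding to a whole number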;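 note: rat C6 glioma host cells with rolipram phosphodiesterase inhibitor present; the protocol text gives 20 µM as final concentration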
EP2 mod: EP2 receptor modulators, cAMP readout, primary screen, cell-based, HTRF cAMP, PGE2 stimulation. Prostaglandin E2 receptor EP2 subtype (Homo sapiens), P43116. EP2-expressing cells, cAMP HTRF FRET, PGE2 co-stimulation. induction, % at 25 µM. actives 0.83% (n = 260,000). AID 940, 2007;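 active = compounds whose cAMP rise, as percent of the full-agonist control response, exceeds 60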;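 note: rat C6 glioma line stably carrying human EP2 under a CMV promoter; the protocol text gives 20 µM as final concentration; 100% = response of wells given 1 µM PGE2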
L929 necroptosis: inhibitors of zVAD-triggered necroptosis, primary screen, L929 cells. L929 zVAD necroptosis rescue, ATP luminescence, 24 h; with zVAD 60 µM. viability rescue, % at 10 µM. actives 0.38% (n = 220,000). AID 1377, 2008;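 active = activation, scaled between plate controls, above about 75%, limit read from the data; inactive = activation under that limit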;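 note: 0% = zVAD with DMSO and 100% = DMSO alone without zVAD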
m-calpain inh: inhibitors of pig calpain II, primary screen, biochemical, fluorogenic peptide substrate, 1536-well | purified calpain II, 30 min | inhibition, % at 16 µM | actives 0.37% (n = 220,000);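 active = inhibition above about 50%, limit read from the data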
Hck Nef HTS: inhibitors of Nef-activated human Hck kinase, primary screen, biochemical, Z-Lyte FRET, 384-well, Hck-YEEI; Recombinant Hck-YEEI plus Nef, Z-Lyte FRET kinase assay; actives 0.68% (n = 220,000); AID 463187, 2010; inhibition, % at 20 µM; Tyrosine-protein kinase HCK (Homo sapiens), P08631;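 active = Hck-Nef kinase inhibition above about 50%, limit read from the data; inactive = inhibition below that limit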;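 note: 0% = DMSO with Hck plus Nef and 100% = Hck alone without Nef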
Rad51 HR inh: human RAD51 strand exchange inhibitors, primary screen, biochemical, fluorescence | hRad51 DNA strand exchange, fluorescence dequenching | actives 0.085% (n = 200,000) | AID 1385, 2008 | inhibition, % at 10 µM | DNA repair protein RAD51 homolog 1 (Homo sapiens), Q06609;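 active = inhibition above 40% at the single screening dose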;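 note: 0% = DMSO control wells and 100% = blanks with heterologous ssDNA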
Target sequence (Q06609 whole entry, looked up): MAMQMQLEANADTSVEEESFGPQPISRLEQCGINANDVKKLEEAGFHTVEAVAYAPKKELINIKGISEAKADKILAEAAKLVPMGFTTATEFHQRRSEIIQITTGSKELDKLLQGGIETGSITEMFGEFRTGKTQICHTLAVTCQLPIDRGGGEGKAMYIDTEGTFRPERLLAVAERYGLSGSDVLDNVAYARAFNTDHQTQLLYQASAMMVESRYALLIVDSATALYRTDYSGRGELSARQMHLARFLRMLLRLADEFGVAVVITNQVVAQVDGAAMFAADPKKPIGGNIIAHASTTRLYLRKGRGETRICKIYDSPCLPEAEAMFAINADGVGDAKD
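Test system – preformed human Rad51 ssDNA filaments · Reagent – Donor/quencher-labelled 47-bp dsDNA substrate · Incubation – 37 °C 15-min filament assembly, 30-min compound preincubation, 15-min exchange · Signal – FRET fluorescence dequenching, excitation 485 nm, emission 520 nm · Read-out – percent inhibition from fluorescence, normalised to plate control and blank means · Benchmarks – plate control and blank wells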
TbHK1 inh: Trypanosoma brucei hexokinase 1 inhibitors, primary screen, biochemical, G6PDH-coupled NADH absorbance, MLSCN library | hexokinase 1 [Trypanosoma brucei] | recombinant TbHK1, G6PDH-coupled NADH A340 | inhibition, % at 10 µM | actives 0.11% (n = 220,000) | AID 1430, 2008;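 active = inhibition of 50% or more in the single-dose primary screen; inactive = inhibition below 50%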
Active calls of the source: *; i = inactive; . = not tested or not shown; & = joins results of further samples; [ ] = another dose, or the depositor's remark. These rows are one share of the data; the hit share may differ from the screen's.

structure,14-3-3 Bad PPI,L929 necroptosis,m-calpain inh,EP2 mod,eIF4E-4G inh,Rad51 HR inh,TbHK1 inh,PGE2 EP2 inh,Hck Nef HTS
CC1CCCC(C)N1C(=O)Cn1cc(C#N)c2ccccc21 (stereo not given),-10,-0.5,4,-51,1,1,0,4,32
O=C(NC1(C(F)(F)F)C(=O)Nc2c1c(=O)[nH]c(=O)n2-c1ccc(F)cc1)c1cccnc1 (stereo not given),14,-0.1,14,-14,-3,-5,1,7,2
C/C(=N\Nc1cc(C)nc(-c2ccccc2O)n1)c1ccccc1O,-12,4.9,-19,-26,-5,0,-34,21,15
Cc1nc(N2CCC(C)CC2)c2c(C)c(C(=O)Nc3cc(F)ccc3C)sc2n1,-11,12,-434,24,5,-36,-24,3,19
CCOc1cc(NS(=O)(=O)CC)c(OCC)cc1NC(=O)c1ccco1,0,1.0,6,9,-3,2,-14,9,0
CCOc1ccc(NC(=O)Cn2cncc2-c2ccc([N+](=O)[O-])cc2)cc1,44[fluorescence artefact?],-0.7,-39,1,0,0,-17,6,2
CC(Sc1nc2c([nH]c3ccccc32)c(=O)n1C)c1ccccc1 (stereo not given),98*,0.6,3,18,1,-4,-9,10,16
CCN(CC)CCN(CC(=O)N(C1CCCCC1)C1CCCCC1)C(=O)c1ccco1,1,-0.5,-19,15,-2,7,8,11,23
OCCN(CCO)Cc1ccc(Br)cc1,22[fluorescence artefact?],-0.3,-1,15,-7[fluorescence artefact?],2,-9,5,-2
CCCSc1nnc2c(n1)OC(c1cccn1C)N(C(C)=O)c1ccccc1-2 (stereo not given),0,0.1,8,22,1,13,-22,5,0
Nc1nc2ccc(-c3nc4ccccc4o3)cc2s1,11,0.6,-478,-42,3[fluorescence artefact?],13,-34,3,12
CCN1CCCC1CNC(=O)CSc1cc(=O)n(CC)c2ccccc12 (stereo not given),0,1.2,-30,14,-10,-5,-17,10,0
O=C(NC(=S)Nc1ccc(C(F)(F)F)cc1)c1csnn1,-17,0.6,3,-47,6,13,2,2,25
CC1CCN(C(NC(=O)c2ccco2)C(=O)c2ccccc2)CC1 (stereo not given),-4,0.2,-3,32,9,-7,-3,5,-1
COC(=O)/C=C/c1ccccc1S(=O)(=O)N(Cc1ccccc1)Cc1ccco1,-2,-1.3,15,26,-2,-1,-11,15,27
Cn1nc(-c2ccc(Cl)cc2)c2cc(C(=O)N3CCN(c4ccccn4)CC3)sc21,3,-0.3,-18,-20,-2,0,-27,19,0
O=C(CSc1nc(-c2ccc(F)cc2)nc2c1Cc1ccccc1O2)Nc1cccc(C(=O)O)c1,95*,4.7,59*,16,63*,-6,19,0,153*
CCOC(=O)c1oc2cc(O)ccc2c(=O)c1-c1ccccc1OC,6,-0.1,-16,21,2,6,-13,-4,0
O=C1Oc2ccccc2C(=O)/C1=C\N1CCN(c2ccccc2)CC1,7,3.2,-3,7,1,-2,2,15,-12
O=[N+]([O-])c1ccc2c(c1)N([O-])C1(CCCCC1)[N+]2=O,0,-1.2,-30,-46,5,2,-6,14,-18
C=CCc1cccc(/C=N/n2cnnc2)c1O,-3,-0.1,-4,5,-2,-8,-15,9,-5
CS(=O)(=O)N1CCN(c2ccc([N+](=O)[O-])c3cccnc23)CC1,-2,0.5,-18,2,-1,.,-14,8,-6
CCCCC(NC(C)=O)c1nc2ccccc2n1CCCC (stereo not given),-5[fluorescence artefact?],-0.8,-15,5,3,.,-1,.,-6
CC(=O)COc1ccc2c3c(c(=O)oc2c1C)CCCCC3,9,0.4,-323,23,0,3,-18,6,0
CCCOc1ccc(C(=O)O/N=C(\CC)c2ccc(C)cc2)cc1,-12,0.0,18,26,6[fluorescence artefact?],-2,7,3,2
CCc1ccc(NC(=S)NC2CC3CCCC(C2)N3Cc2ccccc2)cc1 (stereo not given),-3,-1.8,36,-78,0,-18,15,4,16
COc1cc(-c2n[nH]c(=O)o2)cc(OC)c1OC,10,0.9,-12,32,1,-7,-1,4,2
O=C(C1CCN(C2CCN(Cc3cccc4c3OCO4)CC2)CC1)N1CCOCC1,0,-0.2,-10,12,3,.,-8,7,10
COc1ccc(NC(=O)CCSc2nnnn2C)cc1,-7,-0.3,0,-7,3,.,-9,6,-2
O=C(NC1=NCCS1)c1ccccc1OCc1ccccc1Cl,1,0.0,-18,41,1,3,-5,6,6

Continued; it opens with the three that closed the last part.
structure,14-3-3 Bad PPI,L929 necroptosis,m-calpain inh,EP2 mod,eIF4E-4G inh,Rad51 HR inh,TbHK1 inh,PGE2 EP2 inh,Hck Nef HTS
O=C(C1CCN(C2CCN(Cc3cccc4c3OCO4)CC2)CC1)N1CCOCC1,0,-0.2,-10,12,3,.,-8,7,10
COc1ccc(NC(=O)CCSc2nnnn2C)cc1,-7,-0.3,0,-7,3,.,-9,6,-2
O=C(NC1=NCCS1)c1ccccc1OCc1ccccc1Cl,1,0.0,-18,41,1,3,-5,6,6
O=C1COc2ccc(C(=O)CSc3nnnn3-c3ccccc3)cc2N1,-4[fluorescence artefact?],0.2,-21,-17,-11,2,0,-1,2
Cc1[nH]n(-c2ccccc2)c(=O)c1N=O,1,1.4,-11,-10,-1,-1,-15,7,25
C=CCN1C(=O)N/C(=C/c2ccc(C)o2)C1=O,-2,0.8,-14,13,0,-4,-30,6,2
N=C1C(c2ccccc2)=C(O)CN1c1cccc(S(=O)(=O)Nc2cccc(C(F)(F)F)c2)c1,43[fluorescence artefact?],2.3,8,-25,0[fluorescence artefact?],.,-6,3,1
O=C(Nc1ccc(F)cc1)NC1(C(=O)NCc2cccs2)CCCCC1,-5,0.4,29,6&18,3,3,6,5&5,0
COCC(=O)n1nc(-c2ccccc2)nc1NCc1ccccc1,-2,86*,22,-8,0,4,-4,18,-6
O=C(NC1=NCCS1)c1ccc(-c2ccc(Cl)cc2)o1,-2,0.3,i,11,-2,-6,-57,18,2
Cc1ccc(CNc2ccc(N3C(=O)CC(C)C3=O)cc2[N+](=O)[O-])cc1 (stereo not given),-16,1.0,37,-23,1,8,-2,12,2
COc1ccc(N2CCN(CC(=O)c3c(C)n(C)c4ccc(OC)cc34)CC2)cc1,-2,-0.3,1,-5,1,31,-9,4,23
CCOC(=O)c1nc(Nc2ccc(C(=O)O)cc2)c2ccccc2n1,68[fluorescence artefact?],1.6,1,1,9,-2,-34,13,1
Cc1nn(C)c(C)c1NC(=O)c1ccc(S(=O)(=O)N(C)C)cc1,-4,-0.2,9,1,3,7,0,4,0
COc1cc(CCC(O)CC(=O)CCc2ccccc2)ccc1O (stereo not given),9,0.7,33,-43,6,-9,7,15,15
O=C(COc1ccc(Cl)cc1Cl)Nc1ccc(Cl)cn1,0,0.5,4,14,1,0,5,18,-7
Cc1ccc(OCc2cnc(Cl)s2)c(C)c1,-9,0.9,-2,29,2,0,-5,5,-7
N/C(=N\OC(=O)COc1ccc(Br)cc1)c1ccncc1,-1,1.1,-6,4,18,6,-3,8,4
Cc1nc2ccccc2c(=O)n1/N=C/c1ccccc1,-17[fluorescence artefact?],0.6,28,-7,19[fluorescence artefact?],0,0,13,2
CCc1ccc2c(c1)c1nc(C)sc1n2CC(=O)OC,-3,0.0,19,4,3,-2,-7,2,2
C=CCn1c(SCC(=O)c2ccc(Br)cc2)nnc1C(CC(C)C)NC(=O)c1cccs1 (stereo not given),3,0.0,-9,18,2,4,-5,7,1
O=C(O)c1cnc(-c2ccccc2)nc1-c1ccccc1,0,5.1,-28,18,-3,0,6,14,19
COc1ccc(Cn2nnnc2C(c2cccs2)N2CCN(c3ccc([N+](=O)[O-])cc3)CC2)cc1 (stereo not given),-5,0.0,-17,24,-30[fluorescence artefact?],-1,0,9,-1
Cc1ccc(S(=O)(=O)c2c(N)n(CCCO)c3nc4ccccc4nc23)cc1,15,-0.6,i,-13,-11,1,-22,14,81*
Cn1c(=O)[nH]c(=O)c2c1nc(SCCN1CCCCC1)n2Cc1ccccc1,-10[fluorescence artefact?],-0.2,28,6,-2[fluorescence artefact?],4,-1,11,0
COc1cccc(OC)c1C(=O)N1CCN(Cc2ccccc2C(F)(F)F)CC1,84*,-0.4,17,-19,-5,7,-3,18,-1
CC1=C(C#N)C(C)C2=C(CC(C)(C)CC2=O)N1 (stereo not given),6,1.0,i,34,-3,8,-11,13,14
CCOc1ccc(NC(=O)CCNS(=O)(=O)c2ccc(Br)s2)cc1,-8,0.5,2,1,-10,-3,2,20,-2
COC(=O)Cn1cc(C(=O)c2cccs2)c2ccccc21,10,0.0,14,15&-5,-1[fluorescence artefact?],-6,-30,11&6,3

Screening results (PubChem BioAssay)
